E-selectin induc: induces E-selectin expression in human endothelial cells; P16581; actives 0.37% (n = 260,000); AID 686992; HUVEC E-selectin immunofluorescence imaging; normalized: neutral wells 0, TNF-alpha wells 100; activation, % at 7.58 µM;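 active = mean E-selectin-positive cell signal at least 10% of the positive control, reached in at least 60% of replicates, without over 20% cell loss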;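 also: in these data hits start at about 27%; measured in HUVEC primary endothelial cells; signal is the percent of cells scored E-selectin positive by PE staining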
Target sequence (P16581 whole entry, looked up): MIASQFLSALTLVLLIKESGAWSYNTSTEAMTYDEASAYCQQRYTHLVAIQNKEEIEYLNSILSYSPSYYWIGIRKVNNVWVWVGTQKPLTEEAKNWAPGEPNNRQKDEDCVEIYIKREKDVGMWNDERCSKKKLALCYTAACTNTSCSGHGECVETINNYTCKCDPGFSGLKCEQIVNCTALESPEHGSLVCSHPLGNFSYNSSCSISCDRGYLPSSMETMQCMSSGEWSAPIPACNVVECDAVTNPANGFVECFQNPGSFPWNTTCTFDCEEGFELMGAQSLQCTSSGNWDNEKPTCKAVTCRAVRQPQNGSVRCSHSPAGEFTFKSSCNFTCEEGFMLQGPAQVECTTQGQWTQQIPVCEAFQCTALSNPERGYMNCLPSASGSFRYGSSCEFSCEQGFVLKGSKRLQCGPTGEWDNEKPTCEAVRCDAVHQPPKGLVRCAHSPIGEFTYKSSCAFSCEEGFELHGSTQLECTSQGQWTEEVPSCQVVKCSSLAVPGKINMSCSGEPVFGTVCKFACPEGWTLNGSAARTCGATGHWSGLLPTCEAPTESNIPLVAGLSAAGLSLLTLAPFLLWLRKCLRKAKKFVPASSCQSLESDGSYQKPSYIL
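Read-out basis: % PE-positive cells; Test system: HUVEC primary endothelial cells; Technique: immunofluorescence imaging; Dosing: single-point compound dose.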
RAD54 inh: inhibitors of human RAD54 branch migration; Q92698; RAD54 Holliday junction branch migration, FAM/BHQ fluorescence; inhibition, % at 10.4 µM; actives 0.14% (n = 360,000); AID 602329;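 active = mean normalized replicate activity at least 40 and at least half of replicates scoring 40 or more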;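 also: 0% = median of neutral control wells and 100% = median of positive control wells; inhibitors cause a drop in the FAM fluorescence signal; in these data hits start at about 50%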
RAD52 anneal inh: RAD52 (human) annealing inhibition; P43351; recombinant RAD52 DNA annealing, FRET fluorescence; inhibition, % at 18.7 µM; actives 0.46% (n = 360,000); AID 651710;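 active = every replicate showing at least 50% inhibition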
Target sequence (P43351 whole entry, looked up): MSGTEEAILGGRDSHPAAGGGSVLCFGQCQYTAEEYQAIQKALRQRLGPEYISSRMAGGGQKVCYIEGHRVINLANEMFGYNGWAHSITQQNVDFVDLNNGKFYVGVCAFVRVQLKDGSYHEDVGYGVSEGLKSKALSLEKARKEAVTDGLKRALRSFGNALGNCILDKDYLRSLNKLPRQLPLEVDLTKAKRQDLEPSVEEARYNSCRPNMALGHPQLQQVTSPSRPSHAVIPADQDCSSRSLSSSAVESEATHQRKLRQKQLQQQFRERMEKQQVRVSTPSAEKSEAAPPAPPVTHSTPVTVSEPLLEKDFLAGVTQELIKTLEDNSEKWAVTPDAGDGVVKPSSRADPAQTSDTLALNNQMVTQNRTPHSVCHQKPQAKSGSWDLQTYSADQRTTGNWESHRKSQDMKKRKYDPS
Cneo AK release: causes C. neoformans cell lysis; lysis activity, % at 15 µM; adenylate kinase release luminescence, 4 h; normalised: neutral wells 0, clomiphene wells 100; actives 0.2% (n = 360,000);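 active = mean lysis activity across replicates of at least 80%, whatever share of replicates individually reach that level; inactive = mean lysis activity below 80%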
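Schedule: static 4 h at 37 °C with compound, 1 h detection; system: C. neoformans cells; benchmarks: Clomiphene as positive control; buffer or medium: fresh YPD medium; measure: luminescence rise reflecting yeast cell lysis; measured by: luminescent adenylate kinase detection reagent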
ERAP1 HTS inh: inhibitors of human ERAP1 aminopeptidase; inhibition, % at 10.7 µM; recombinant ERAP1, Leu-AMC fluorescence, 60 min; Q9NZ08; actives 0.15% (n = 340,000); AID 652197;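 active = mean replicate inhibition of at least 30%, or all replicates individually reaching that 30% level; inactive = mean below 30% and not every replicate reaching it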;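 also: 0% = neutral control wells and 100% = L-leucinethiol positive control wells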
PglD inh: inhibitors of Campylobacter jejuni PglD acetyltransferase; inhibition, % at 12.5 µM; AID 602405; actives 0.098% (n = 360,000); purified PglD enzyme, DTNB colorimetric CoA detection; in the data active = inhibition above about 16%, passing the limit was not always enough; also: strong numbers were not always called active
PGC1a acetyl inh: modulators of PGC1a acetylation. actives 0.17% (n = 350,000). U2OS PGC1a acetylation, AlphaScreen anti-acetyl-lysine; with virally co-expressed GCN5 acetyltransferase. inhibition, % at 15.6 µM. AID 651687;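 active = every replicate shows inhibition of at least 40%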;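 also: 0% = neutral control wells and 100% = positive control wells; some results beyond the cut were filed as inactive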
miR122 inh: blocks miR-122 activity in Huh7 sensor cells | actives 0.3% (n = 340,000) | Huh7 miR-122 Renilla luciferase sensor, 48 h; neutral wells = 0, positive control = 100 | activation (reporter increase), % at 12.5 µM | AID 602342;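 active = mean replicate activation score at least 90 and every replicate individually at or above 90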;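 also: higher luciferase means less miR-122 activity so hits act as miR-122 inhibitors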
* marks the source's active call; other numbers are inactive results; . = no result given; [ ] = remark or other dose.

SMILES | E-selectin induc | RAD54 inh | RAD52 anneal inh | Cneo AK release | ERAP1 HTS inh | PglD inh | PGC1a acetyl inh | miR122 inh
CCC1CCCN1Cn1cnc2c([nH]c3ccc(Cl)cc32)c1=O (configuration not stated) | . | -4.1 | . | 5.3 | . | 4.8 | -5.1 | -3.0
Cc1ccc(-n2c([O-])nc(-[n+]3ccccc3)c2C=O)cc1 | . | 3.5 | . | -0.2 | . | -0.2 | -0.7 | 3.0
CCOC(=O)CCCNC(=O)CCCNC(=O)C(c1ccccc1)c1ccccc1 | . | 1.6 | -8.7 | 0.3 | -1.4 | -3.8 | -12.3 | 0.2
C=CCC1CCCC(=O)N2CC[C@H](O)C12 (some centres not stated) | -0.1 | -9.3 | . | -0.3 | . | 4.9 | 5.8 | 3.0
CCOc1cc2c(cc1OCC)C(C(=O)O)C(c1cc(Br)c(O)c(OC)c1)N(C)C2=O (configuration not stated) | . | 1.1 | . | 1.6 | . | -0.5 | -0.6 | -2.1
Cc1ccc(S(=O)(=O)Nc2cccc3c2O[C@H](CN(C)C)[C@@H](C)CN([C@@H](C)CO)C3=O)cc1 | -0.1 | 1.4 | -11.1 | -5.0 | -0.6 | -2.7 | -11.5 | 7.7[16.7 µM]
Cc1ccc(CSC2=CS(=O)(=O)c3ccccc3N2)cc1 | . | -2.6 | . | -0.9 | . | -3.6 | -0.9 | 2.8
O=C(NCCCN1CCOCC1)C(C(=O)NCCCN1CCOCC1)c1ncc(C(F)(F)F)cc1Cl | -0.2 | 1.6 | -16.6 | 0.6 | 1.7 | -0.5 | . | -5.7
Cn1nc(N)c2c(-c3ccc(Cl)cc3)c(C#N)c(N)nc21 | . | 8.1 | . | -1.6 | . | -2.4 | . | -3.9
CCC(=O)Nc1ccc2c(c1)OC[C@H](C)N(C(=O)c1cnccn1)C[C@@H](C)[C@H](OC)CN(C)C2=O | -0.2 | -3.8 | -22.3 | -59.9 | 1.1 | 2.4 | -0.6 | .
c1ccc(Nc2cccc3c(Nc4ccccc4)cccc23)cc1 | -0.1 | 3.5 | -8.4 | -0.8 | . | 4.5 | 1.7 | .
N#Cc1cccc(NC(=O)COC(=O)CCc2nc3ccccc3c(=O)[nH]2)c1 | 2.1 | -8.7 | -26.6 | 2.2 | -3.1 | -1.9 | 2.7 | -5.2
CC(OC(=O)CNC(=O)c1ccc(F)cc1)C(=O)Nc1ccc(S(=O)(=O)N2CCOCC2)cc1 (configuration not stated) | 0.3 | . | 9.2 | . | -2.9 | . | 4.8 | .
Cc1ccc(N(C)S(=O)(=O)c2c[nH]c3ccc([N+](=O)[O-])cc23)cc1 | . | 2.9 | -13.4 | -0.1 | 1.4 | -2.5 | -7.9 | 110.1*
O=C(NC[C@@H]1[C@H](c2ccccc2)[C@H](CO)N1CC1CC1)c1cccnc1 | -0.1 | 6.9 | -0.1 | 6.9 | 2.1 | -3.6 | -0.2 | 14.3[16.7 µM]
O=C1N(Cc2ccc(F)cc2)CCN1c1ccc(F)cc1 | -0.3 | . | -18.8 | . | 1.4 | . | 3.7 | .
O=C(CN1CCOc2ccccc21)NC1CCCCCCC1 | 0.1 | 5.6 | -31.4 | -1.5 | 1.2 | 4.6 | 0.3 | 15.8
O=C(NC1CCN(S(=O)(=O)c2ccc(F)cc2)CC1)c1ccc(F)cc1 | -0.1 | 3.6 | -8.4 | -0.1 | -0.3 | -1.8 | 5.0 | -7.3
COc1ccc(OC)c(/C=N/NC(=O)c2csc3ccccc23)c1 | . | 4.7 | . | -1.6 | . | -2.3 | 0.5 | -11.8
COc1ccccc1C#Cc1ccc([C@H]2[C@H](C#N)N(C(=O)C3CCCC3)[C@H]2CO)cc1 | -0.1 | . | 4.3 | . | -2.5 | . | 64.9* | .
CN(C)S(=O)(=O)c1cccc(NC(=O)COC(=O)c2ccc(Br)o2)c1 | . | -6.8 | . | 1.1 | . | 2.4 | 19.9 | -7.1
CNc1ccc(Br)cc(C(=O)/C=C/c2cccc(OC)c2)c1=O | . | -6.2 | . | 4.3 | . | 1.7 | -0.8 | -4.0
CC(C)(C)c1ccc(OCC(=O)NCc2ccco2)c(Br)c1 | . | -14.6 | . | -5.6 | . | 1.9 | -14.4 | -1.1
O=C1C=C(c2ccc(Cl)cc2)C(=O)N1Nc1ccccc1 | . | -1.2 | . | -6.9 | . | -0.5 | 76.3 | -2.3
COC(=O)Nc1ccc(C)cc1NC(=O)OC | . | -5.8 | . | -1.3 | . | -0.3 | -3.6 | 6.6
Cc1ccc(N2CC(C(=O)Nc3nnc(SCC(=O)NCC4CCCO4)s3)CC2=O)cc1C (configuration not stated) | 0.3 | -8.5 | -24.0 | 1.4 | 0.9 | -3.8 | . | -1.5
Cc1cccc(N2CCN(C(=O)COc3ccc4ccc(=O)oc4c3)CC2)c1C | . | 4.3 | -8.4 | -1.2 | -0.9 | -0.1 | . | .
NCC[C@H]1CC[C@H](NS(=O)(=O)c2ccc(Cl)cc2)[C@H](CO)O1 | 0.5 | 1.4 | 22.8 | -6.4 | 0.0 | 2.6 | 3.3 | .
CCCCn1c(N)c(N(CC(C)C)C(=O)CSCC(=O)Nc2ccc(C)cc2)c(=O)[nH]c1=O | . | 1.6 | 9.0 | 0.3 | 0.4 | -6.4 | 10.0 | -0.3
CCOC(=O)C1CCN(C(=O)c2ccc3c(c2)NC(=O)/C(=C/c2ccccc2)S3)CC1 | . | 5.4 | -46.7 | -4.4 | -2.9 | -2.7 | . | .
O=C(NC(Cc1ccccc1)C(=O)O)/C(=C/c1ccc([N+](=O)[O-])cc1)NC(=O)c1ccco1 (configuration not stated) | -0.1 | -18.3 | -22.2 | 5.5 | 2.2 | -2.1 | . | -2.1
CC1Sc2ccc(S(=O)(=O)N3CCN(c4cccc(Cl)c4)CC3)cc2NC1=O (configuration not stated) | . | -4.6 | -7.3 | 0.0 | 0.1 | 1.9 | -10.9 | -13.7
O=C(Nc1ccc(C(=O)NCC2CCN(Cc3ccccc3F)CC2)cc1)C1=CSCCO1 | . | 8.4 | -24.6 | 4.6 | -12.3 | -0.6 | . | .
O=C1CN(S(=O)(=O)Cc2ccccc2)C[C@H]2[C@H](c3ccc(C#CC4CC4)cc3)[C@H](CO)N12 | 0.3 | . | -23.6 | . | 0.1 | . | 8.8 | .
COCC(=O)Nc1c(I)c(C(=O)NCC(O)CO)c(I)c(C(=O)N(C)CC(O)CO)c1I (configuration not stated) | -0.4 | 7.9 | 3.2 | 1.4 | -4.1 | 1.2 | 3.0 | -3.2
O=C(N1CCCCC1)[C@@]1(Cc2ccccc2)COC(c2ccc(OCCCO)cc2)=N1 | . | 0.4 | 20.4 | 36.7 | 3.5 | -3.5 | . | .

Part of the list above, with each value named:
CCCCn1c(N)c(N(CC(C)C)C(=O)CSCC(=O)Nc2ccc(C)cc2)c(=O)[nH]c1=O
  E-selectin induc: .
  RAD54 inh: 1.6
  RAD52 anneal inh: 9.0
  Cneo AK release: 0.3
  ERAP1 HTS inh: 0.4
  PglD inh: -6.4
  PGC1a acetyl inh: 10.0
  miR122 inh: -0.3
Cc1cccc(N2CCN(C(=O)COc3ccc4ccc(=O)oc4c3)CC2)c1C
  E-selectin induc: .
  RAD54 inh: 4.3
  RAD52 anneal inh: -8.4
  Cneo AK release: -1.2
  ERAP1 HTS inh: -0.9
  PglD inh: -0.1
  PGC1a acetyl inh: .
  miR122 inh: .

Next compounds follow.
SMILES | E-selectin induc | RAD54 inh | RAD52 anneal inh | Cneo AK release | ERAP1 HTS inh | PglD inh | PGC1a acetyl inh | miR122 inh
Nc1nonc1-n1nnc(C(=O)N/N=C/c2cccc(Cl)c2)c1-c1cccs1 | . | 6.7 | 4.9 | 0.9 | -1.4 | 2.2 | 1.8 | 2.5
c1ccc(N(c2ccccc2)c2nc(-n3ccnc3)nc(-n3ccnc3)n2)cc1 | . | 9.5 | . | 1.6 | . | 9.1 | -17.9 | -2.0
Nc1ncnc2c1ncn2[C@@H]1O[C@H](C(=O)N[C@@H](CO)Cc2ccccc2)[C@@H](O)[C@H]1O | 0.7 | 0.4 | -5.3 | -5.2 | -1.2 | -2.6 | 11.9 | 8.3
COc1ccc(C2c3c(-c4cc(Cl)c(C)cc4O)n[nH]c3C(=O)N2Cc2cccnc2)cc1OC (configuration not stated) | . | 0.7 | . | 5.9 | . | 5.1 | . | 1.9
OCC1CCCN(C(=S)Nc2ccc(Nc3ccccc3)cc2)C1 (configuration not stated) | . | -9.7 | -3.9 | -8.0 | 0.5 | 5.5 | -8.2 | 5.4
O=C(N/N=C/c1ccc(OC(F)F)cc1)c1ccc(Br)cc1 | . | -1.4 | . | -3.5 | . | -5.1 | 6.8 | 4.8
Cc1ccc(C)c(NC(=O)Cn2nnc(C(=O)Nc3c(C)cccc3C)c2N)c1 | . | -3.5 | . | -2.8 | . | -6.8 | 17.6 | -5.1
COc1cccc(-c2ccc([C@H]3[C@@H](CO)N4CCCCN(C(=O)NC(C)C)C[C@H]34)cc2)c1 | 0.1 | 6.5 | 4.0 | 1.9 | -1.1 | -6.1 | -6.9 | 2.8[16.7 µM]
COc1ccc(CCC(=O)OCC(=O)Nc2sccc2C(N)=O)cc1OC | -0.6 | -5.0 | -12.4 | 1.5 | 0.5 | 3.2 | . | -6.0
Cc1ccc2c(c1)nnn2C1CCN(CC(=O)NCCc2ccccc2)CC1 | . | 9.1 | -6.3 | -0.5 | 3.4 | 0.2 | 6.9 | .
COc1ccccc1NC(=O)C(C)N1C(=O)c2ccccc2C1=O (configuration not stated) | . | -23.9 | -12.1 | 2.8 | -3.9 | -3.8 | -8.0 | 0.3
COc1ccccc1CNC(=O)c1ccc(C)s1 | 1.8 | 5.2 | -23.2 | 0.0 | 3.0 | -4.2 | -5.1 | 6.1
CCCCN1C(=O)C(CC(=O)NCC2CCCCC2)CC(C(=O)N2CCOCC2)=C1C (configuration not stated) | 6.9 | -5.7 | -9.0 | -7.4 | . | -0.5 | -1.7 | -4.4
CC(=O)Nc1ccc(S(=O)(=O)N(C)CC(=O)N(C)Cc2sccc2C)cc1 | . | 14.1 | -12.4 | 0.1 | -0.8 | 0.6 | 1.6 | 4.8
COc1ccc(NC(=O)C2C3CCC(O3)C2C(=O)O)c(C)c1 (configuration not stated) | 0.1 | -5.9 | -1.4 | -0.2 | -3.6 | 4.0 | -2.3 | -0.9
C[C@H](CO)N1C[C@H](C)[C@@H](CN(C)S(=O)(=O)c2cccs2)Oc2ccc(NC(=O)Nc3cccc4ccccc34)cc2C1=O | -0.1 | 5.1 | 15.5 | -1.2 | 0.5 | 3.8 | 15.4 | -8.8[16.7 µM]
CCOc1ccc(OCCCC(=O)N(C)CC(=O)Nc2ccccc2Br)cc1 | . | -5.4 | -5.9 | 2.9 | -10.7 | -5.7 | -19.4 | -11.6
CC(C)(C)OC(=O)N1CCC(NC(=O)c2[nH]cnc2C(=O)Nc2ccc(Br)cc2F)CC1 | 3.9 | -1.8 | -7.1 | -0.4 | . | 3.8 | -5.4 | -4.1
CCOC(=O)C(C)Oc1cccc2c(=O)n(CC(=O)NCc3ccc4c(c3)OCO4)ccc12 (configuration not stated) | 0.0 | 0.2 | -8.2 | 0.6 | 4.0 | 1.1 | . | .
O=S(=O)(c1ccc2c(c1)CCN2)N1CCCC1 | -0.4 | 2.8 | -15.4 | -0.9 | -2.2 | 3.2 | 4.1 | -4.4
CC1(C)NC(=O)N(CC(O)CN2CCOCC2)C1=O (configuration not stated) | . | 13.5 | . | 2.7 | . | 1.8 | -9.2 | 3.5
O=C(N[C@@H]1CC[C@H](CCNS(=O)(=O)c2ccc(F)cc2)O[C@H]1CO)C1CCCC1 | -0.7 | -1.5 | -14.5 | -7.7 | -1.4 | 3.5 | -2.4 | -2.8[16.7 µM]
CN(Cc1ccccc1)C(=O)c1nc[nH]c1C(=O)N1CCN(C(=O)OC(C)(C)C)CC1 | 0.1 | 2.8 | 5.5 | 0.6 | -2.1 | -0.5 | 2.8 | 3.3
Cn1c(=O)oc2ccccc2c1=O | -0.1 | -9.0 | -6.8 | 0.5 | 1.6 | -1.5 | -11.5 | -8.6
